High-throughput results deposited in PubChem BioAssay by several laboratories.
M1 antag: human CHRM1 antagonism | CHO-K1 hM1, Fluo-8 calcium fluorescence, ACh EC80 antagonist | inhibition, % at 3 µM | hit rate 1.3% among 360,000;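 active = percent inhibition above its own plate's cutoff, namely the mean of that plate's compound wells plus 3 SD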;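 also: peak over basal fluorescence ratio during 140 s after agonist addition; 0% = ACh EC80 plus DMSO and 100% = DMSO alone without agonist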
M1 PAM: human CHRM1 positive allosteric modulation; CHO-K1 hM1, Fluo-8 calcium fluorescence, ACh EC20; 0% = ACh EC20, 100% = maximal ACh; activation, % at 3 µM; P11229; hit rate 0.088% among 360,000; in the data active = activation above about 19%, passing the limit was not always enough
M5 ag: CHRM5 agonism in calcium assay; CHO-K1 hM5 cells, Fluo-8 calcium fluorescence; 0% DMSO wells, 100% maximal acetylcholine response; activation, % at 3 µM; P08912; hit rate 0.19% among 360,000;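 active = activation above the run's mean over test compounds plus 3 SD, cut at about 23% in these data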;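 also: signal is peak over basal fluorescence ratio across the kinetic read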
Target sequence (P08912 whole entry, looked up): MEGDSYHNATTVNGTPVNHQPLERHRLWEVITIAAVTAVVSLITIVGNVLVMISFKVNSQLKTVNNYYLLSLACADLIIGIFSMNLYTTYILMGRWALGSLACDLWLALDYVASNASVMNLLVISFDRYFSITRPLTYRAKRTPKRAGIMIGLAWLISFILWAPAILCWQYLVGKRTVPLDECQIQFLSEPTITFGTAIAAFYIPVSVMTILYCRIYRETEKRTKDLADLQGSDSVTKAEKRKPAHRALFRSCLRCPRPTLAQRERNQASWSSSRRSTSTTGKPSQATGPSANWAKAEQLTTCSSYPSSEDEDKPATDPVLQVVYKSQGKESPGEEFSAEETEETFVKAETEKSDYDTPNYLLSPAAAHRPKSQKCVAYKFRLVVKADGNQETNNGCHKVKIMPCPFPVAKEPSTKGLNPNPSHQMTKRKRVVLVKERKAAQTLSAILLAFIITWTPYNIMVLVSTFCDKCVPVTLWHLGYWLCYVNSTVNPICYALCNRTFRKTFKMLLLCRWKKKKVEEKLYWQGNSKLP
CHRM4 PAM: positive allosteric modulators of human muscarinic M4 receptor; activation, % at 3 µM; CHO-K1 hM4/Gqi5, Fluo-8 calcium fluorescence, ACh EC20; 0% = ACh EC20, 100% = maximal ACh; hit rate 0.4% among 360,000; P08173;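 active = activation above its plate's cutoff, the mean activation of sample wells plus 3 SD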; also: some results filed as inactive read as strong as hits
Target sequence (P08173 whole entry, looked up): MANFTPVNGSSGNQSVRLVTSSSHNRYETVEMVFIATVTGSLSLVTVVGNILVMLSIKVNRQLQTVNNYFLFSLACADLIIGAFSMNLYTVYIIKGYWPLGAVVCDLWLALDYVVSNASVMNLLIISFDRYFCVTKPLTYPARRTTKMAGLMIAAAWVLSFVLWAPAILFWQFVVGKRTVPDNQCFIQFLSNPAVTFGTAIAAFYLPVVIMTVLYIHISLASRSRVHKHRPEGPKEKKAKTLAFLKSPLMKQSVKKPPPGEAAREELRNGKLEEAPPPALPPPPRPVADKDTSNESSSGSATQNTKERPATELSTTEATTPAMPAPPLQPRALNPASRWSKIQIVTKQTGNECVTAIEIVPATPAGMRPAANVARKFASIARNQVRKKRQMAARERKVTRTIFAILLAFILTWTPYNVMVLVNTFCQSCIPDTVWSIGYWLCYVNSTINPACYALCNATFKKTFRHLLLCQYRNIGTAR
CHRM4 agonist: CHRM4 agonism in calcium assay; activation, % at 3 µM; CHO-K1 hM4/Gqi5, Fluo-8 calcium fluorescence; vehicle 0%, full acetylcholine response 100%; AID 624127; hit rate 0.14% among 360,000; P08173;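 active = activation above the run mean over all test wells plus 3 SD, cut at about 32% in these data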;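 also: peak over basal fluorescence ratio per well then scaled between controls; 0% = DMSO wells and 100% = acetylcholine at EC100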
CRFR2-BP ag: CRF-BP/CRF-R2 complex agonism. HEK293 CRF-R2/CRF-BP, calcium dye fluorescence (FLIPR); percent of saturating CRF peptide response. activation, % at 13.2 µM. hit rate 0.46% among 350,000. AID 588473;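 active = activation of at least 50%, plus an integration ratio under a set limit after plate pattern correction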;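 also: plate controls were neutral control wells without compound for no effect and CRF at EC100 for full effect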
M5 antag: CHRM5 antagonism in calcium assay; hit rate 0.59% among 360,000; P08912; CHO-hM5 cells, Fluo-8 calcium fluorescence, ACh EC80; inhibition, % at 3 µM; AID 624040;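 active = inhibition above a per-plate cutoff, the mean of that plate's test compounds plus 3 SD, cut at about 27% in these data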;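 also: 0% = acetylcholine EC80 with DMSO and 100% = DMSO without agonist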
M4 antag: blocks acetylcholine activation of human M4 receptor; P08173; CHO-hM4 cells, ACh EC80, Fluo-8 calcium fluorescence; inhibition, % at 3 µM; hit rate 0.73% among 360,000;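 active = inhibition above its plate's cutoff, the mean inhibition of sample wells plus 3 SD, cut at about 27% in these data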;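 also: 0% = acetylcholine EC80 with DMSO and 100% = DMSO without agonist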
M5 PAM: positive allosteric modulators of human muscarinic M5 receptor; AID 624038; CHO-K1 hM5, Fluo-8 calcium, ACh EC20 PAM; 0% = ACh EC20, 100% = ACh EC100; activation, % at 3 µM; hit rate 0.3% among 360,000;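 active = activation above the run cutoff, the mean activation of all test compounds plus 3 SD, cut at about 18% in these data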
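System: CHO-K1 cell line with stable human muscarinic M5 receptor expression | Also added: EC20 acetylcholine as agonist stimulus | Compound: One concentration, 3 µM final (nominal) | Timing: Fluo-8 loading 80 min at 37 °C plus 30 min room temperature | Measured by: Fluo-8 calcium dye fluorescence, kinetic read | Read-out basis: % activation, ACh-normalized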
* = called active by the depositor; x = no result given.

Results follow in this order: M1 antag, CHRM4 agonist, M4 antag, M5 antag, M5 PAM, CHRM4 PAM, M5 ag, CRFR2-BP ag, M1 PAM
- COc1ccc(NC(=O)C2(C)CCN2C)cc1OC (centres undefined)
 : 0, 0, 1, 14, -3, -1, 0, x, 1
- COc1cc(Nc2ccccc2Cl)c([N+](=O)[O-])nc1[N+](=O)[O-]
 : -20, 3, 5, 0, -2, 9, 0, -1.3, 23
- CCC(C)(C)C(=O)Nc1cc([N+](=O)[O-])ccc1F
 : -14, 0, 2, -9, -2, -1, 1, 1.1, 10
- COc1cc(OC)cc(-c2nnc(SCC(=O)N3CCCC3)o2)c1
 : -19, 0, -7, 0, -2, 1, 0, -0.4, -2
- CCOc1ccccc1C1C(C#N)=C(N)Oc2cc(C)n(Cc3ccccn3)c(=O)c21 (centres undefined)
 : -3, 0, 4, -7, -2, 10, 1, 8.9, 10
- CCOC(=O)Cn1c(=O)oc2cc(S(=O)(=O)Nc3ccc(N(CC)CC)cc3C)ccc21
 : -5, 5, -5, 2, -10, -6, 3, 0.1, 1
- Cc1c(OC(C)C(=O)NCC2CCC(C(=O)O)CC2)ccc2c1oc(=O)c1ccccc12 (centres undefined)
 : -19, 0, -9, 2, 2, 0, -1, -0.3, 12
- Cc1ccc(CNC(=O)c2ccc(N3CCC4(CC3)CC(c3ccccc3)=NO4)c(N)c2)cc1
 : 7, 0, -2, 11, 9, -4, 4, -2.3, -3
- CC(C)C[C@H](NC(=O)[C@H](Cc1ccccc1)n1c(=O)[nH]c2ccccc2c1=O)C(=O)N1CCC[C@H]1C(=O)O
 : -4, 0, -1, 6, -2, 4, 2, 0.7, 0
- CC1(C)CC(C(N)=S)CCO1 (centres undefined)
 : -19, 1, 1, -3, 17, 16, 4, 0.5, 13
- O=C(NCCN1CCCc2ccccc21)C1CCC(=O)N(CCc2ccccc2)C1 (centres undefined)
 : 23, 1, 8, 13, -6, -5, -3, 3.1, -10
- Cc1nn(-c2ccccc2)c(C)c1NC(=O)c1ccc(S(=O)(=O)N2CCCC2)cc1
 : 1, 5, -5, 4, -2, -1, 2, 0.4, -3
- COc1cc(OCc2ccccc2)c(OC)c(OCc2ccccc2)c1
 : -4, -2, 6, 13, 5, -1, 0, -2.8, -1
- COCCNC(=O)Cc1ccc(Br)cc1
 : -3, 0, 4, 6, 1, -3, -3, 0.1, 11
- CC(C)NC(=O)CSc1nncn1-c1ccccc1
 : -3, 0, -5, -1, -7, -4, -6, -0.3, 4
- O=C1C[C@@H]2CCN3C(=O)CCC[C@@H]([C@H]23)[C@H]1Cc1ccccc1
 : -10, 0, -3, -1, 4, -4, -1, -0.8, 5
- Cc1cccc(NC(=O)/C(C#N)=C\c2ccc(C(=O)O)cc2)c1
 : -9, 0, -2, 3, -4, -5, -1, -1.7, 8
- C=CCS(=O)(=O)N1CCCC(N(C)CCc2ccc(OC)c(OC)c2)C1 (centres undefined)
 : -9, 1, -6, -2, 0, 5, -1, -0.7, 4
- Cc1ccc(C(=O)N2CCN(c3ccccc3)CC2)cc1S(=O)(=O)N1CCOCC1
 : -2, 6, 3, -1, -2, -4, 3, -4.9, 1
- CCOc1ccccc1N1CCN(S(=O)(=O)c2cc(C)ccc2OC)CC1
 : -6, 5, 2, 7, -15, -8, -1, 2.1, 7
- Cc1ccc(CNC(=O)C2(C)CCN2C(=O)Cc2ccc(-c3ccccc3)cc2)cc1 (centres undefined)
 : 0, 7, 1, 12, -11, -9, 3, x, -5
- Cc1cc(C)c2nc3sc(C(=O)N4CCOCC4)c(N)c3cc2c1
 : -12, 2, -14, 14, -3, 1, -4, -1.9, 6
- CCN(CC)S(=O)(=O)c1cccc(NC(=O)C2SC(=Nc3ccc(C)cc3C)C(C(=O)NCC3CCCO3)=C2N)c1 (centres undefined)
 : -2, 0, -6, 1, 3, 10, -3, 0.5, 7
- C=CCNC(=O)NC(=O)COC(=O)CNS(=O)(=O)c1ccc(F)c(F)c1F
 : 6, 1, 0, -1, -3, -1, -3, -0.1, 1
- COc1ccccc1C(=O)Oc1cc(C)[nH]c(=O)c1[N+](=O)[O-]
 : 5, 0, 1, 9, -7, -1, 0, -0.2, -3
- CC(Sc1nc2ccccc2c(=O)n1CCCN1CCOCC1)C(=O)N1CCc2ccccc21 (centres undefined)
 : -11, 0, -9, 17, -7, 14, -2, -0.3, 4
- Cc1cc(NS(=O)(=O)c2cccc([N+](=O)[O-])c2)no1
 : -3, 1, -6, 1, 2, 3, -4, -1.2, 6
- Cc1ccc2cccc(SCC(=O)NCC#N)c2n1
 : -7, 0, 1, 0, -1, 7, 1, 1.1, 4
- Cc1nc(SCC(=O)NC2CCCC2)c2oc3ccccc3c2n1
 : -16, 0, 4, 4, 1, -2, 0, 0.4, 8
- CCN(CC)CCN1C(=O)C2C3c4ccccc4C(c4ccccc43)C2C1=O (centres undefined)
 : -28, 2, -2, -2, 1, -6, -9, -1.3, 7

Of the compounds above, these have a cyano group:
Results follow in this order: M1 antag, CHRM4 agonist, M4 antag, M5 antag, M5 PAM, CHRM4 PAM, M5 ag, CRFR2-BP ag, M1 PAM
- CCOc1ccccc1C1C(C#N)=C(N)Oc2cc(C)n(Cc3ccccn3)c(=O)c21 (centres undefined)
 : -3, 0, 4, -7, -2, 10, 1, 8.9, 10
- Cc1cccc(NC(=O)/C(C#N)=C\c2ccc(C(=O)O)cc2)c1
 : -9, 0, -2, 3, -4, -5, -1, -1.7, 8
- Cc1ccc2cccc(SCC(=O)NCC#N)c2n1
 : -7, 0, 1, 0, -1, 7, 1, 1.1, 4

(listing goes on)
Results follow in this order: M1 antag, CHRM4 agonist, M4 antag, M5 antag, M5 PAM, CHRM4 PAM, M5 ag, CRFR2-BP ag, M1 PAM
- COC(=O)CCC(=O)OC1(C)C(=O)C2=CN(CCc3ccccn3)C(c3ccc(OC)cc3)=CC2=C(Br)C1=O (centres undefined)
 : 28, 3, -2, 5, 12, 8, 0, 3.8, -20
- COc1cc(OC)cc(C(=O)NC(=S)Nc2ccc(N3CCCC3)cc2)c1
 : -10, 1, -14, -4, 1, -1, -4, 22, 3
- Oc1c(C(Nc2ccccn2)c2cccnc2)cc(Cl)c2cccnc12 (centres undefined)
 : -5, -1, 1, 0, 0, 2, 0, 2.8, -4
- COC(=O)[C@@]12C[C@@H](CC(=O)NCCCCc3ccccc3)C(=O)N(Cc3cccc4ccccc34)C1=CCC(C)(C)C2
 : x, 2, -19, -14, 11, 10, 2, x, x
- O=S(=O)(c1ccc(SCCO)nc1)N1CCCC1
 : -1, 1, -1, -5, 0, 0, 0, -0.5, 4
- CN1C(=O)NC2(O)C(=O)c3ccccc3C12O (centres undefined)
 : -17, 0, 4, 8, -2, 0, 2, -1.3, 2
- O=C(NS(=O)(=O)c1ccccc1)c1ccccc1F
 : -17, 1, 3, -4, 2, 10, -3, 1.0, 9
- NS(=O)(=O)c1ccc(CCNC(=O)c2ccc3c(c2)OCO3)cc1
 : -12, 2, 2, -1, 3, -3, 0, -0.4, 6
- CCS(=O)(=O)Nc1cccc(C2=NN(S(=O)(=O)c3ccccc3)C(c3ccco3)C2)c1 (centres undefined)
 : -18, 2, -3, 3, 3, 6, -5, -1.7, 9
- CC(C)(C)C(=O)NC(=C(Cl)Cl)P(=O)(O)O
 : -8, 1, -3, -5, 11, 17, 1, 1.1, 7
- CCCn1c(N)c(N2CCCCC2)c(=O)n(CC(=O)Nc2ccc(C(C)=O)cc2)c1=O
 : -1, 0, 9, 12, 1, 3, 0, -0.8, 5
- Cc1ccc(S(=O)(=O)N2CCN(C(=O)C(C)Cn3cncn3)CC2)cc1C (centres undefined)
 : -11, 1, -5, -1, 2, -1, -2, -2.5, 7
- Cc1ccc(NC(=O)c2sc(N)nc2-c2ccc([N+](=O)[O-])cc2)cc1C
 : -18, 1, -4, 4, 3, 13, -2, 1.7, 10
- CCCc1nnc(NC(=O)CCC(=O)NCc2ccc(OC)cc2)s1
 : -6, 1, 5, 3, 1, -2, 3, -1.1, 7
- C=CCOC(=O)C1=C[C@@H](c2ccccc2)[C@H](CCCO)[C@@H](OCC)O1
 : -23, 2, -6, 9, -3, 11, 3, 0.5, 18
- OC12CC3C[C@H](C1)C(N1CCOCC1)[C@@H](C3)C2 (some centres undefined)
 : -19, 1, -2, -1, 7, 0, 2, 2.5, 14
- Cn1cc(S(=O)(=O)CC(=O)Nc2ccc(Br)cc2)c2ccccc21
 : -19, 4, -10, 1, -6, 0, -2, -0.2, 12
- O=C(c1ccco1)N1CCN(Cc2ccccc2F)CC1
 : -10, 1, -11, 3, 7, 3, -1, -1.8, 9
- COCc1nnc(NC(=O)CCCOc2ccccc2)s1
 : 5, -3, 7, -13, 7, 4, 1, 0.2, -1
- COc1ccc(OC)c(CN2CCC(C(=O)N(C)CCc3ccc(OC)c(OC)c3)CC2)c1
 : -6, 0, -6, -2, 0, -4, -5, -0.5, 6
- CCOCCCNC(=O)C1CCCN1C(=O)NC1CCCCC1 (centres undefined)
 : -13, 0, 0, -1, 0, 17, -1, 0.9, 11
- COc1ccc(Cn2cccc(NC(=O)Nc3cccc(OC)c3)c2=O)cc1
 : -11, 6, -7, -15, 11, -2, 11, -0.4, 10
- CC(C)c1ccc(/C=C/C(=O)Nc2nc3ccc([N+](=O)[O-])cc3s2)cc1
 : 2, 0, 10, 1, 0, 5, 4, 0.4, 6
- CC1CCc2c(sc3nc(CN4CCOCC4)nc(NS(=O)(=O)c4cccc([N+](=O)[O-])c4)c23)C1 (centres undefined)
 : -10, 4, 0, 2, -3, 0, -2, -0.6, 13
- CN(C)/C=N/NC(=O)C1Cc2c(ccc3ccccc23)O1 (centres undefined)
 : -11, 0, 2, 3, 0, 5, -2, 1.6, 7
- CC(=O)Oc1ccc2ccc(=O)oc2c1
 : -8, 0, -12, -2, 0, -2, 1, -0.7, 9
- O=C(c1cc(-c2cccc(O)c2)on1)N1CCc2ccccc2C1
 : -18, 6, -21, -1, 0, 5, -1, 2.3, 8
- COc1ccc(C(=O)c2sc3nc(-c4ccc(OC)cc4)ccc3c2N)cc1
 : -2, 2, -7, 2, -5, 1, -2, 23, 3
- Cc1ccc(-c2csc3ncnc(SCc4ccc(C(=O)O)cc4)c23)cc1
 : 2, 1, 2, 4, 5, 1, 0, 1.2, 2
- CCC(=C(c1ccc(OC)cc1)c1ccc(OC)cc1)c1cn(CC(O)CN(CCO)CCO)c2ccccc12 (centres undefined)
 : -4, 2, 1, 9, -1, 1, -1, -0.6, 6
